CHO parental Ca: ATP-evoked calcium signal inhibitors, parental CHO, primary screen, counter-screen for OX1R antagonist project, cell-based, fluorescence, Fluo-8 calcium dye; AID 463079, 2010; parental CHO-K1, ATP-induced calcium, Fluo-8 fluorescence; inhibition, % at 5.6 µM; 0.63% of 330,000 active;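 active = inhibition above that plate's mean sample inhibition plus 3 SD, cut at about 26% in these data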;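 note: 0% = ATP-challenged DMSO wells and 100% = DMSO wells without ATP; some compounds past the cut are filed as inactive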
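Assay system: parental CHO cells; Read-out basis: percent inhibition of ATP-evoked calcium rise, normalized to controls; Benchmarks: ATP and no-ATP DMSO wells; Compound dosing: single nominal dose of 5.6 µM per compound; Signal: Fluo-8 calcium dye fluorescence; Also added: ATP as calcium-mobilizing challenge; Repeats: singlicate.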
CHRM4 antagonist: human M4 muscarinic receptor antagonists, primary screen, CHO cells, Fluo-8 calcium fluorescence | Muscarinic acetylcholine receptor M4 (Homo sapiens), P08173 | CHO-hM4 cells, ACh EC80 | inhibition, % at 3 µM | 0.73% of 360,000 active | AID 624125, 2012;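 active = inhibition above its plate's cutoff, the mean inhibition of sample wells plus 3 SD, cut at about 27% in these data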;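 note: 0% = acetylcholine EC80 with DMSO and 100% = DMSO without agonist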
M1 antag: human M1 muscarinic receptor antagonists, primary screen, CHO-K1 cells, Fluo-8 calcium fluorescence, 1536-well; CHO-K1 hM1, ACh EC80 antagonist; inhibition, % at 3 µM; 1.3% of 360,000 active; AID 588852, 2011;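 active = percent inhibition above its own plate's cutoff, namely the mean of that plate's compound wells plus 3 SD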;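 note: peak over basal fluorescence ratio during 140 s after agonist addition; 0% = ACh EC80 plus DMSO and 100% = DMSO alone without agonist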
Target sequence (P11229 whole entry, looked up): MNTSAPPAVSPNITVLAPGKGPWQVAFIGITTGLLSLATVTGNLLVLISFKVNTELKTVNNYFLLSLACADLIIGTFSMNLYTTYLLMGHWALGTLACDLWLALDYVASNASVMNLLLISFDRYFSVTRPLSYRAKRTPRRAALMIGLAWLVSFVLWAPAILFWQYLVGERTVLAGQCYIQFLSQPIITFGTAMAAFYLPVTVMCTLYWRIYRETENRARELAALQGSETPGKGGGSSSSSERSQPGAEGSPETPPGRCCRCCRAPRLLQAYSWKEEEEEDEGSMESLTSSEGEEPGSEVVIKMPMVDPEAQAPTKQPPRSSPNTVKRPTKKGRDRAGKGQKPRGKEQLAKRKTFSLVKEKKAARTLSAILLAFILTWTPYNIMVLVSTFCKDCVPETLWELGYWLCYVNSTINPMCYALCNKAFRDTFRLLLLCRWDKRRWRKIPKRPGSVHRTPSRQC
CHO-K1 Ca antag: nonselective inhibitor or artifact in parental CHO-K1 cells; ATP-induced calcium, Fluo-8 fluorescence; inhibition, % at 3 µM; 0.6% of 360,000 active; AID 602250;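 active = inhibition above a per-plate cutoff, the plate's mean sample inhibition plus 3 SD, cut at about 24% in these data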;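 note: 0% = DMSO plus EC80 ATP and 100% = DMSO alone without ATP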
OXTR potentiate: human OXTR potentiators, primary screen, fluorescence, CHO-OTR cells, Fluo-8 calcium; 0.061% of 320,000 active; activation, % at 3 µM; Oxytocin receptor (Homo sapiens), P30559; Fluo-8 calcium fluorescence, potentiator mode; 0% = oxytocin EC15, 100% = EC100;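 active = activation above that plate's cutoff, the mean activation of tested compounds plus 3 SD, cut at about 6.6% in these data, passing the limit was not always enough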;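 note: 100% uses oxytocin at 75 nM as the full agonist control; some results filed as inactive read as strong as hits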
Target sequence (P30559 whole entry, looked up): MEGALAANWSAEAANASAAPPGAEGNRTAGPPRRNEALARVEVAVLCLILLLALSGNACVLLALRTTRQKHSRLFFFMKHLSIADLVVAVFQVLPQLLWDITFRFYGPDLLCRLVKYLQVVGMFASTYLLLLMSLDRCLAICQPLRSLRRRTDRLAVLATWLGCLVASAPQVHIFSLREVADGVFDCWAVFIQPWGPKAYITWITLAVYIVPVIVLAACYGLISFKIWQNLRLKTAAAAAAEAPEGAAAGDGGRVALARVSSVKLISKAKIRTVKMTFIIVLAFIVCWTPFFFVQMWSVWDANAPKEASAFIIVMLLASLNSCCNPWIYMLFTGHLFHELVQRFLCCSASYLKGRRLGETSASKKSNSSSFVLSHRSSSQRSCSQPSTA
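Material: CHO-OTR cells, human receptor; compound dosing: single dose, 3.0 µM nominal final compound concentration; schedule: 6 min compound pre-incubation at room temperature, 100 s kinetic read; measured by: kinetic Fluo-8 calcium fluorescence; read-out basis: % activation vs EC15 and EC100 oxytocin; controls: EC15 oxytocin alone as 0%, 75 nM oxytocin as 100%; replicates: singlicate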
CHO-K1 Ca ag: counter-screen for M1 agonists: effect in parental CHO-K1 cells | Fluo-8 calcium fluorescence; scaled to maximal ATP response, vehicle zero | activation, % at 3 µM | 0.48% of 360,000 active | AID 602248, 2012; in the data active = activation above about 15%;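 note: untransfected CHO-K1 host cells lacking M1 receptor as counterscreen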
CHRM1 agonist: human M1 muscarinic receptor agonists, primary screen, Fluo-8 calcium fluorescence, CHO-K1 cells, HTS; activation, % at 3 µM; CHO-K1 hM1, agonist mode; 0% DMSO, 100% acetylcholine EC100; 0.33% of 360,000 active; Muscarinic acetylcholine receptor M1 (Homo sapiens), P11229;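 active = activation above the run's mean compound activation plus 3 SD, cut at about 16% in these data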;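 note: peak over basal fluorescence ratio within a 140 s kinetic read after compound addition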
CHRM4 agonist: human M4 muscarinic receptor agonists, primary screen, CHO-K1 cells, Fluo-8 calcium fluorescence; Muscarinic acetylcholine receptor M4 (Homo sapiens), P08173; CHO-K1 hM4/Gqi5; vehicle 0%, full acetylcholine response 100%; activation, % at 3 µM; 0.14% of 360,000 active;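 active = activation above the run mean over all test wells plus 3 SD, cut at about 32% in these data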;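 note: peak over basal fluorescence ratio per well then scaled between controls; 0% = DMSO wells and 100% = acetylcholine at EC100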
CHRM1 PAM: human M1 muscarinic receptor positive allosteric modulators, primary screen, CHO-K1 cells, Fluo-8 calcium fluorescence, 1536-well | Muscarinic acetylcholine receptor M1 (Homo sapiens), P11229 | CHO-K1 hM1, ACh EC20; 0% = ACh EC20, 100% = maximal ACh | activation, % at 3 µM | 0.088% of 360,000 active | AID 588819, 2011; in the data active = activation above about 19%, passing the limit was not always enough
The depositor's hits bear a star; · = not tested or not shown.

SMILES	CHO parental Ca	CHRM4 antagonist	M1 antag	CHO-K1 Ca antag	OXTR potentiate	CHO-K1 Ca ag	CHRM1 agonist	CHRM4 agonist	CHRM1 PAM
Cn1c(CNC(=O)C2CCC(=O)N(CCc3cccc(F)c3)C2)nc2ccccc21 (stereo not given)	-31.8	4.1	-9.9	-5.0	-4.5	-0.1	-3.7	1.4	2.2
O=C(CSc1nnc(NC(=O)c2ccco2)s1)NC1CCCCC1	-1.0	-4.0	-1.3	-9.2	-2.3	0.8	-2.7	1.4	6.4
Cc1cccc(NS(=O)(=O)c2ccc(-n3cccn3)cc2)c1C	-12.2	-8.9	-1.7	-5.2	-13.6	7.7	2.3	9.1	-2.7
N#C/C(=C/c1ccc(-c2ccc([N+](=O)[O-])cc2)o1)c1nnc(N2CCOCC2)n1-c1ccccc1	·	-4.5	-4.8	-2.0	·	0.6	-0.4	2.6	3.7
NS(=O)(=O)c1ccc(CCNC(=O)COC(=O)Cc2ccc([N+](=O)[O-])cc2)cc1	-1.3	5.8	-4.7	-6.4	2.5	0.3	-3.2	-0.1	2.8
Cc1ccc(S(=O)(=O)c2nc(NN(C)C)sc2Cl)cc1	-4.4	-2.9	3.9	-14.9	-5.7	2.3	-1.2	3.1	1.1
CC(C)C[C@@H](CSc1ccc(Br)cc1)N1CCN(C)CCC1=O	-16.6	8.7	5.5	4.9	-6.9	-0.1	-7.3	1.7	-6.3
Cc1c(C2C(C#N)=C(N)N(c3ccccc3C#N)C3=C2C(=O)CCC3)cnn1C (stereo not given)	2.4	1.6	-0.9	2.1	-2.2	1.2	-6.6	0.9	4.5
O=C(COC(=O)C1CCCO1)Nc1cccc(C(F)(F)F)c1 (stereo not given)	20.5	-3.8	18.9	8.2	-14.6	0.0	2.0	0.6	2.1
CC(C)CCNC(=O)CCc1nnc2n(CCCOC(C)C)c(=O)c3ccccc3n12	-7.6	-8.3	-7.5	-2.4	-3.0	1.3	-3.1	1.9	8.5
COc1cccc(CN(C)C(=O)c2cc(-c3ccc(F)cc3)nc3ccccc23)c1	-29.2	16.4	28.2	4.3	-3.8	6.5	-2.4	14.4	-8.6
O=C(N/N=C/c1c[nH]c2ccccc12)c1cccc(Cl)c1	-10.9	5.0	5.5	1.8	-5.3	1.2	-3.3	0.9	3.0
Cc1cc(N=Nc2ccc(C)c(N=Nc3cc(C)c(N)cc3N)c2)c(N)cc1N	-7.8	-0.8	-3.3	-11.7	-5.7	-0.3	-7.7	0.5	3.7
Cc1ccc(OCc2cc(C(=O)NC(C)Cc3cccc(C)n3)no2)cn1 (stereo not given)	-8.1	18.8	-3.1	-8.5	-8.9	8.3	-1.3	5.8	1.2
CN(C)Cc1ccccc1Sc1ccc2c(c1)CCCC2	-12.9	13.4	8.0	-3.0	-1.4	-0.2	3.4	0.3	-4.8
CCN(CC)C(=O)Cn1cc(S(=O)(=O)CC(=O)Nc2cccc(NC(C)=O)c2)c2ccccc21	·	-15.7	-6.0	-17.7	·	0.9	-3.0	0.7	4.2
CC1CN(c2ccc(Cl)nn2)CC(C)O1 (stereo not given)	-7.4	-5.3	2.8	-13.3	-7.1	3.7	-4.4	1.0	2.3
CC(C)c1ccc(NC(=S)N2CCN(C)CC2)cc1	·	1.6	-4.7	-15.8	·	1.6	-5.1	2.0	3.9
Cn1c(=O)n(Cc2ccc(F)cc2)c(=O)c2c1nc1n2CCCN1C1CCCCC1	-18.5	9.0	-24.8	-12.0	-0.7	0.0	-4.2	-0.3	5.4
CCCOC(=O)c1ccc(NC(=O)CCC(=O)OCC)cc1	1.5	-1.5	2.2	2.0	-0.3	0.5	-3.1	1.6	-3.4
O=C(Nc1ccc(COc2ccccc2)cc1)Nc1cccc(C(=O)O)c1	3.4	-2.8	-13.9	-6.7	-7.4	0.5	-1.3	1.0	8.8
COc1ccc(C)cc1S(=O)(=O)Nc1ccc2c(c1)N(C(C)=O)CCC2	-13.2	-0.7	-5.1	-1.5	-5.3	0.9	-6.9	0.7	4.3
O=S(=O)(c1ccc2ccccc2c1)N1CCC(c2nc(-c3ccncc3)no2)CC1	-11.6	3.3	-1.3	-23.4	-10.1	1.1	-6.7	1.7	-0.4
CCOc1ccc(CN(C(=O)c2oc3cc(C)ccc3c2C)C2CCS(=O)(=O)C2)cc1 (stereo not given)	-31.5	7.4	2.2	8.0	-1.6	0.0	-1.4	-1.2	5.8
CCOC(=O)C1=C(C)N(c2ccccc2)C(=O)NC1c1cccc([N+](=O)[O-])c1 (stereo not given)	-23.1	75.4*	68.1*	0.1	-13.7	0.4	-8.9	1.2	-23.2
COc1ccc(CCN(C)C(=O)c2ccc(COc3ccccc3)o2)cc1OC	-20.5	-15.6	-4.1	-3.3	-14.8	2.7	1.0	9.1	10.3
O=c1cc[nH]c2cccc(Cc3ccccc3)c12	-15.2	3.2	11.4	-6.4	-5.5	1.2	-1.2	5.1	-5.2
CSc1ccc(CNC(=O)CCn2ccc3cc(S(=O)(=O)N4CCCC4)ccc32)cc1	-19.9	-5.4	-12.2	-14.4	-7.7	0.8	-3.8	0.4	9.8
O=C(N/N=C/c1cccc(Cl)c1)c1c(O)c2c([nH]c1=O)CCCC2	-8.4	-3.8	2.4	-11.7	6.6	0.5	-0.3	0.3	14.8
CSc1n[nH]c(NCc2cccs2)n1	-5.1	8.4	12.9	5.8	-5.1	0.1	-2.7	1.3	-4.3
O=C(Nc1ccccc1Cl)c1cc(C2CCCCN2C(=O)OCCF)on1 (stereo not given)	·	-8.2	-21.0	-20.6	·	1.3	-4.3	1.4	7.8
CC(C)CCNC(=O)c1ccc(Cn2c(=S)[nH]c3ccccc3c2=O)cc1	-16.7	-7.3	-12.7	-9.9	-1.7	1.1	0.2	0.3	17.8
O=C(Nc1ccc(Br)cn1)c1cccc(C(=O)Nc2ccc(Br)cn2)c1	-17.8	5.3	9.7	3.1	-0.1	-0.3	-3.7	-0.5	-1.9
S=C1Nc2ccccc2CS1	·	-11.2	-12.1	-3.8	·	0.0	-0.8	0.1	7.3
COc1ccc(S(=O)(=O)N(C)c2ccc(C(=O)NCc3ccncc3)cc2)cc1	-7.6	-2.9	-11.3	-4.7	-7.7	0.6	-1.0	2.7	16.4
CCOC(=O)c1c(C)[nH]c(C)c1C(=O)CSc1nc2ccccc2n1CC	-13.2	-1.9	9.5	1.6	-7.2	6.2	-8.0	12.5	-8.2
CC/C(=C(/c1ccccc1)c1ccc(OCC[N+](C)(C)C)cc1)c1ccccc1	·	9.8	-6.7	-14.6	·	4.3	3.6	-1.0	-0.9
COC(=O)CC1COc2ccccc2N1S(=O)(=O)c1ccc(OC)cc1 (stereo not given)	-16.4	-3.8	-0.4	-7.6	-17.3	2.4	-7.1	1.4	4.0
O=C(CSc1nc2ccccc2n1CC(=O)N1CCCCC1)N1CCCCC1	-8.2	9.2	-22.3	-10.0	-2.3	0.9	-2.3	2.8	1.1
COCC(=O)Nc1nc(-c2ccccc2)ns1	-10.8	3.3	4.2	-15.2	-0.3	1.8	-2.1	2.1	-4.6
CCCCOc1ccc(C)cc1CN(CCO)CCO	-12.1	8.1	-1.3	-20.4	-3.8	1.2	-4.7	1.1	-2.8
COc1cc(CCC(=O)Nc2cc(C)cc(C)c2)cc(OC)c1OC	-7.1	-0.7	7.9	10.6	-5.7	0.2	-7.2	0.7	-8.4
CCOC(=O)Cc1csc(/N=C/c2c(O)n(-c3ccc(C)cc3C)c(=O)c3ccccc23)n1	-7.0	-1.0	3.4	-10.5	-3.4	1.2	-3.6	-0.7	-2.8
COC(=O)C1(C(=O)OC)CCCCN(S(=O)(=O)c2ccc(C)cc2)CCC1	·	-7.9	·	-14.5	·	8.1	·	9.6	·
COC(=O)CCC(=O)Nc1ccc(S(=O)(=O)Nc2cc(OC)nc(OC)n2)cc1	-10.5	-12.2	-15.7	-10.3	1.8	0.3	-0.1	0.4	11.7
O=C(O)CCC(=O)N1c2ccccc2NC2=C(C(=O)CC(c3ccc(F)cc3)C2)C1c1ccc([N+](=O)[O-])o1 (stereo not given)	-15.6	3.9	8.1	24.7*	-4.9	0.4	-5.7	0.7	-8.9
COc1cc(NC(=O)COc2c(C)cc(C)cc2[N+](=O)[O-])c(OC)cc1Cl	-12.7	-5.5	6.0	-1.4	-4.5	1.0	-4.6	0.8	1.6
COc1ccc(C)cc1NC(=O)c1nnn(Cc2cc(C)ccc2C)c1N	-9.6	-0.7	-3.7	1.0	-3.6	1.0	-0.6	0.5	3.2
CN1CCN(C(=O)/C=C/c2cn(-c3ccccc3)nc2-c2ccc3c(c2)OCCO3)CC1	-10.9	-12.7	-17.2	-10.1	-13.2	0.9	-3.9	5.7	14.0
O=C(CCC(=O)N1CCN(c2ccccc2F)CC1)c1ccc(F)cc1	-11.3	23.4	-6.9	-8.4	-2.4	2.2	-2.7	5.5	3.2
N#CCC(=O)Nc1ccc(C(=O)OCC(=O)N2CCN(C(=O)c3ccco3)CC2)cc1	-15.9	-8.1	-13.4	11.4	-3.3	0.2	-0.3	0.1	10.4
CSCCC(NC(=O)c1ccc(Cl)cc1Cl)C(=O)N1CC(C)OC(C)C1 (stereo not given)	-19.3	6.3	-2.0	-7.8	-7.9	-0.4	-3.5	-0.3	3.7
Cc1nn(CC(=O)N/N=C/c2ccc3c(c2)OCO3)c(C)c1Br	-13.3	12.3	5.7	7.4	6.7	-0.4	-8.7	-0.7	-5.0
COCCOCC(=O)Nc1ccc(S(=O)(=O)Nc2cc(C)nc(C)n2)cc1	-0.8	-11.5	-12.4	-6.5	-0.3	3.1	-2.6	0.2	6.9
C[C@H](CO)N1C[C@H](C)[C@@H](CN(C)C(=O)Nc2ccccc2)Oc2ccc(NS(=O)(=O)c3ccccc3)cc2C1=O	-6.4	1.5	13.8	1.1	4.0	-0.1	-4.3	-0.8	-8.2

Compound activity (PubChem BioAssay)
